LYP phosphatase: inhibitors of LYP phosphatase, biochemical, fluorescence intensity, uHTS (AID 1779); recombinant LYP phosphatase, fluorescence intensity; higher % means a stronger effect; inhibition, % at 11.5 µM; hits with a dose series show IC50 in µM; actives 0.054% (n = 290,000);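 note: plate controls were vehicle with enzyme for no effect and no enzyme for full effect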
Hep lipid drop: hepatic lipid droplet formation modulation; AML12 mouse hepatocytes, oleate lipid droplets, BODIPY imaging; inhibition, % at 6.5 µM; actives 0.4% (n = 240,000); AID 1656;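 active = lipid droplet intensity inhibited by at least 50%, with more than 500 cells counted; inconclusive = wells with under 300 cells, treated as cytotoxic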
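Assay system: AML12 mouse liver cells | Compound: 6.5 µM single-point dosing | Schedule: Overnight exposure | Technique: Fluorescence imaging, 20x objective, two fields per well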
M17LAP inhibition: P. falciparum M17LAP inhibitors, primary screen, biochemical, fluorogenic H-Leu-NHMec substrate, 1536-well (AID 1619) | recombinant M17LAP, H-Leu-NHMec fluorogenic kinetic assay; higher % means a stronger effect | inhibition, % at 30 µM, or IC50 in µM where a hit was titrated | actives 0.38% (n = 220,000);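 active = compound inhibiting the enzyme by more than half at any dose during confirmatory dose-response retesting; inconclusive = strong single-dose inhibitors picked by rank but not retested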;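 note: plate controls were full reaction with DMSO carrier for no effect and no enzyme background for full effect; strong numbers were not always called active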
HEK293 NOD2/NF-kB: NOD2 signaling inhibitors, cell-based, luminescence, uHTS, HEK293 (AID 1566); actives 0.63% (n = 290,000); inhibition, % at 4 µM, or EC50 in µM where a hit was titrated; HEK293 NOD2/NF-kB luciferase reporter, luminescence; higher % means a stronger effect; note: many of its hits are not listed in these tables
ER stress rescue: protection against thapsigargin-triggered cell killing – 384-well, CSM14.1, ATP luminescence, primary screen (AID 1222) | 190,000 tested, under 10 active | one-dose cellular ATP content (survival), % at 20 µM; EC50 in µM for titrated hits | CSM14.1 thapsigargin-induced death rescue, ATP luminescence; higher % means a stronger effect;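 active = EC50 below 50 µM in the dose-response confirmation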;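 note: death triggered by thapsigargin at about 15 µM added after 2 h compound pretreatment; cell ATP read after overnight thapsigargin exposure of roughly 18 to 22 hours; normalized against plate controls of thapsigargin alone and 5% DMSO vehicle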
M1AAP inhibition: malaria alanyl aminopeptidase activity blockers – biochemical, fluorogenic H-Leu-NHMec substrate, 1536-well (AID 1445); recombinant M1AAP, H-Leu-NHMec fluorogenic kinetic assay; higher % means a stronger effect; one-dose inhibition, % at 30 µM; IC50 in µM for titrated hits; actives 0.42% (n = 220,000);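 active = primary inhibition above the hit cutoff, then over 50% inhibition at one or more dose response concentrations, cut at about 23% in these data, passing the limit was not always enough; inconclusive = conflicting primary data, or primary hits not chosen for dose response; inactive = low primary inhibition, or under 50% at every dose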;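 note: plate controls were DMSO full reaction for no effect and no enzyme background for full effect; strong numbers were not always called active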
AID2073: inhibitors of Mint1-CaV2.2 protein interaction, biochemical, HTRF (AID 2073); HTRF protein-protein interaction, Mint1-CaV2.2; higher % means a stronger effect; inhibition, % at 20 µM, or IC50 in µM where a hit was titrated; actives 0.19% (n = 290,000); in the data active = inhibition mostly above about 51%, no sharp cut-off; inconclusive = no clear call, values can overlap the other calls; inactive = mostly below about 53%; note: some results filed as inactive read as strong as hits
Siah-1 displacement: blockers of Siah-1 interaction with plectin peptide – biochemical, fluorescence polarization, rhodamine-plectin, uHTS, primary screen (AID 1817); Siah-1 / rhodamine-plectin peptide fluorescence polarization; higher % means a stronger effect; displacement, % at 20 µM, or IC50 in µM where a hit was titrated; actives 0.02% (n = 290,000);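 active = displacement of at least 50% at 20 µM, with a fluorescence ratio check between 0.3 and a set limit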;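 note: plate controls were Siah plus tracer with DMSO for no effect and tracer alone without Siah for full effect; strong numbers were not always called active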
XIAP displacement: XIAP antagonists, biochemical, IAP family, fluorescence polarization (AID 1018) | XIAP BIR domain, fluorescence polarization peptide displacement; higher % means a stronger effect | one-dose displacement, % at 20 µM; IC50 in µM for titrated hits | actives 0.007% (n = 200,000); in the data active = displacement above about 50%; note: a part of the inactive calls stands beside numbers as strong as those of hits
Hep lipid drop cells 6.5 µM: recorded beside Hep lipid drop, whose call it bears; cell count; measured here: cell count, cytotoxicity flag;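 cells counted across two imaged fields per well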
An asterisk follows results filed as active; ? = inconclusive; nt = no result given. Cut-off read from the data, not from the text of the source, unless noted: active = inhibition above about 50%; inactive = the rest. This is a subset; count on the stated rates, not on these rows.

The line under a structure holds: LYP phosphatase	Hep lipid drop	Hep lipid drop cells 6.5 µM	M17LAP inhibition	HEK293 NOD2/NF-kB	ER stress rescue	M1AAP inhibition	AID2073	Siah-1 displacement	XIAP displacement
- O=C(C(=O)N1CCc2ccccc2C1)c1cn(CC(=O)N2CCCC2)c2ccccc12
→ 5.8%	-5.2	631	0.9%	16.8%	-2.2%	2.2%	10.7%	0.0%	-4.0%
- NC(=O)C1CN(S(=O)(=O)c2ccc(Cl)cc2F)c2ccccc2O1 (stereo not drawn)
→ -8.4%	-7.4	825	nt	10.6%	nt	nt	4.6%	-0.4%	nt
- Cc1cccc(CS(=O)(=O)Cc2ccc(C(=O)NCCN3CCCCC3C)o2)c1 (stereo not drawn)
→ -8.7%	-2.2	725	7.1%	13.8%	0.2%	7.6%	-6.8%	-3.9%	-3.2%
- N#C/C(=C(/O)C(Cl)(Cl)Cl)c1nc2ccccc2[nH]1
→ 1.3%	5.8	723	5.1%	14.4%	nt	6.3%	6.7%	0.9%	nt
- CCN(CC)S(=O)(=O)c1ccc(NC(=O)CNC2CCCCC2)cc1
→ -10.5%	9.5	813	nt	-36.1%	nt	nt	8.1%	-0.8%	nt
- CCOc1ccc(CNC(=O)CCc2cn(C)c3ccccc23)cc1OC
→ -2.7%	31.4	710	-2.9%	18.5%	-1.0%	-3.3%	-7.8%	1.5%	-5.1%
- CN(C)c1ccc(NC(=O)Cn2c(=O)n(Cc3ccccc3)c(=O)c3ccccc32)cc1
→ -3.3%	nt	nt	19.6%	2.4%	0.7%	10.9%	-6.3%	0.7%	12.7%
- COc1ccc(/C=N/N=C(\N)c2nonc2N)cc1
→ -3.3%	21.3	708	6.5%	-126.2%	-1.6%	5.3%	3.3%	3.7%	-2.2%
- COc1cc(-c2noc(C3CCCN(C(=O)c4ccccc4)C3)n2)cc(OC)c1OC (stereo not drawn)
→ -3.6%	3.6	829	nt	15.8%	nt	nt	5.3%	3.0%	nt
- C=CCNC(=S)N1CCN(CCN=CC2=C(O)CC(c3cccs3)CC2=O)CC1 (stereo not drawn)
→ -5.3%	nt	nt	-3.5%	-0.1%	0.6%	7.7%	-8.0%	-8.2%	-3.8%
- O=C(Cn1cccc1C(=O)c1ccccc1)NCc1ccc(F)cc1
→ -6.5%	-10.3	723	nt	0.3%	nt	nt	-1.1%	3.0%	nt
- COc1ccccc1CNS(=O)(=O)c1ccc(-c2cc(C)no2)cc1
→ -11.2%	-145.3	315	nt	35.3%	nt	nt	3.3%	0.6%	nt
- CCOc1cccc(C(=O)Nc2cccnc2)c1
→ -9.5%	nt	nt	-7.4%	-16.0%	-2.0%	6.3%	-0.3%	1.8%	1.0%
- O=C(OCc1cc(Cl)ccc1OC(F)F)c1cccnc1
→ -1.3%	-1.3	688	-0.4%	-14.0%	-0.6%	6.7%	5.6%	-7.5%	-1.2%
- COc1ccc(N2CCN(CC(=O)N3N=CCC3c3ccccc3)CC2)cc1 (stereo not drawn)
→ -0.7%	11.8	648	11.9%	14.3%	-2.7%	1.7%	0.1%	3.9%	-13.7%
- O=[N+]([O-])c1ccc(Cl)c2cccnc12
→ -3.7%	-3.5	713	-1.0%	-4.2%	-1.1%	2.6%	6.8%	-2.6%	-5.9%
- O=C(Nc1ccccc1)NC1CCS(=O)(=O)C1 (stereo not drawn)
→ 1.7%	0.8	749	10.1%	-10.7%	14.5%	-0.9%	14.3%	-1.1%	-4.4%
- O=S(=O)(c1ccc(Cl)cc1)N1CCCCCC1
→ -1.9%	11.4	832	nt	-0.3%	nt	nt	13.9%	0.1%	nt
- CC(NC(=O)C(=O)NCC1CCCO1)c1ccccc1 (stereo not drawn)
→ -4.9%	-0.9	681	1.9%	-3.2%	-1.7%	-0.8%	6.4%	3.8%	4.5%
- Cc1ccc(N2C(=O)CC(N3CCN(C)CC3)C2=O)cc1 (stereo not drawn)
→ -7.6%	2.5	706	3.3%	11.8%	0.8%	-0.8%	?	12.8%	-4.9%

| SMILES | LYP phosphatase | Hep lipid drop | Hep lipid drop cells 6.5 µM | M17LAP inhibition | HEK293 NOD2/NF-kB | ER stress rescue | M1AAP inhibition | AID2073 | Siah-1 displacement | XIAP displacement |
| --- | --- | --- | --- | --- | --- | --- | --- | --- | --- | --- |
| Cc1nn(CCCC(=O)N2CCN(c3ccc(F)cc3)CC2)c(C)c1[N+](=O)[O-] | 1.6% | -22.7 | 707 | 2.2% | 9.4% | -0.5% | 2.7% | -15.7% | 6.3% | 1.6% |
| Cc1oc(-c2ccccc2)cc1C(=O)Nc1cccc2ccccc12 | -8.7% | nt | nt | 9.1% | 14.7% | -3.4% | 3.8% | 24.0% | -5.6% | -3.7% |
| CCOc1ccccc1NC(=O)CSc1nnc(C2CC2)n1CC | -7.1% | -6.1 | 716 | nt | 9.9% | nt | nt | 6.1% | 0.8% | nt |
| Cc1nn(-c2ccccc2)cc1/C=N/NC(N)=S | -4.4% | 2.9 | 634 | -0.5% | 4.4% | nt | -3.3% | 7.5% | 2.6% | nt |
| Cc1ccc(C(=O)Nc2cc(C)nn2CCC#N)cc1 | -8.0% | 9.1 | 703 | nt | -4.0% | nt | nt | 2.9% | 5.6% | nt |
| CCOc1c2ccc(C(=O)NCc3ccc(C(F)(F)F)cc3C(F)(F)F)cc2nn1C | -1.3% | nt | nt | -2.3% | -1.5% | -1.3% | 9.7% | 5.5% | -2.4% | -4.9% |
| CCOc1ccc(C(=O)CN2CCN(S(=O)(=O)c3ccc(OC)cc3)CC2)cc1 | -2.6% | 5.9 | 618 | 73.5µM* | 9.8% | nt | 9.8% | 14.3% | 1.0% | -0.9% |
| O=C(O)c1cc(S(=O)(=O)NC(CO)C(O)c2ccc([N+](=O)[O-])cc2)ccc1Br (stereo not drawn) | -4.5% | 12.3 | 886 | nt | 5.5% | nt | nt | 2.7% | -3.8% | nt |
| COc1cccc(C(=O)c2c(C)c(CCC#N)n3ccccc23)c1OC | -6.9% | -20.9 | 707 | 8.7% | 11.6% | -0.7% | 12.7% | -7.9% | -3.4% | -5.0% |
| Nc1nc(=S)[nH]c2c1C1(CCCC1)Cc1ccccc1-2 | -3.8% | nt | nt | 23.3% | 24.5% | -1.5% | 4.2% | 7.7% | 1.6% | -1.3% |
| Cc1occc1C(=O)Nc1c(Cl)cccc1Cl | -6.2% | 6.0 | 815 | nt | 5.8% | nt | nt | 13.3% | -1.8% | nt |
| N#CCSc1nnc(-c2ccccc2O)n1CCc1ccccc1 | 2.2% | 13.1 | 762 | 8.2% | 3.4% | -3.5% | 7.1% | -1.8% | 0.2% | -3.1% |
| CC(c1ccco1)N(C(=O)c1ccccc1NS(=O)(=O)c1ccc(Cl)c([N+](=O)[O-])c1)c1ccccn1 (stereo not drawn) | -1.9% | -14.0 | 670 | 42.6% | 10.1% | -2.7% | 17.6% | 5.7% | -1.7% | -3.2% |
| CCOc1cc(/C=N/Nc2nn3cnnc3c3ccccc23)ccc1O | -2.3% | 1.6 | 723 | 12.8% | -7.6% | nt | 10.0% | 4.6% | 9.1% | nt |
| CNC(=O)CC1C(=O)N(c2ccc(Cl)cc2)C(=S)N1NC(=O)c1cccc(F)c1 (stereo not drawn) | -4.8% | 2.6 | 426 | nt | 23.7% | nt | nt | -15.3% | -2.4% | nt |

Record cards, from the list above. Order of screens: LYP phosphatase | Hep lipid drop | Hep lipid drop cells 6.5 µM | M17LAP inhibition | HEK293 NOD2/NF-kB | ER stress rescue | M1AAP inhibition | AID2073 | Siah-1 displacement | XIAP displacement
CNC(=O)CC1C(=O)N(c2ccc(Cl)cc2)C(=S)N1NC(=O)c1cccc(F)c1 (stereo not drawn) is listed with -4.8% | 2.6 | 426 | nt | 23.7% | nt | nt | -15.3% | -2.4% | nt
O=C(O)c1cc(S(=O)(=O)NC(CO)C(O)c2ccc([N+](=O)[O-])cc2)ccc1Br (stereo not drawn) is listed with -4.5% | 12.3 | 886 | nt | 5.5% | nt | nt | 2.7% | -3.8% | nt

(further entries)
| SMILES | LYP phosphatase | Hep lipid drop | Hep lipid drop cells 6.5 µM | M17LAP inhibition | HEK293 NOD2/NF-kB | ER stress rescue | M1AAP inhibition | AID2073 | Siah-1 displacement | XIAP displacement |
| --- | --- | --- | --- | --- | --- | --- | --- | --- | --- | --- |
| O=C(CSc1nc2ccccc2c(=O)n1CCCN1CCOCC1)c1c[nH]c2ccccc12 | -2.3% | -15.5 | 610 | -2.0% | 27.7% | -1.6% | 9.4% | -3.4% | -2.8% | -1.3% |
| Cc1ccc2oc3c(c(=O)c2c1)C(c1cccc(O)c1)N(c1ccccn1)C3=O (stereo not drawn) | 3.4% | -4.4 | 533 | 7.9% | -3.7% | nt | 12.0% | 13.0% | 2.5% | -1.5% |
| CC1Cc2ccccc2N1C(=O)c1cc2sccc2n1Cc1ccccc1 (stereo not drawn) | -3.8% | -7.6 | 787 | -4.4% | -13.9% | -1.5% | -13.5% | -0.7% | -4.7% | -9.7% |
| O=C(CCc1ccc(O)cc1)N/N=C/c1coc2ccccc2c1=O | -7.7% | 9.6 | 798 | -0.5% | 6.0% | nt | 12.2% | -17.4% | 5.3% | nt |
| COc1ccc(S(=O)(=O)n2nc(C)cc2C)cc1OC | -4.1% | 41.7 | 817 | nt | 17.8% | nt | nt | 6.7% | 5.5% | nt |
| CC(=O)N1CCc2cc(S(=O)(=O)NC(CC(C)C)C(=O)Nc3cc(C(=O)O)ccc3C)ccc21 (stereo not drawn) | 1.4% | -0.8 | 711 | -17.9% | 7.2% | 0.0% | 15.9% | 3.7% | 3.8% | -7.8% |
| Clc1ccc(Br)cc1-c1nc(-c2ccncc2)no1 | 1.0% | -3.8 | 727 | -5.1% | -25.9% | -3.8% | 5.5% | -18.9% | 11.9% | -32.9% |
| Cc1ccc(Nc2nnc(SCn3nnc4ccccc4c3=O)s2)cc1 | 2.3% | -18.2 | 784 | 7.2% | -13.7% | -0.1% | -2.7% | -5.3% | -7.4% | -10.0% |
| COc1cccc(C2=NOC(C(=O)Nc3ccc4c(c3)OCO4)C2)c1 (stereo not drawn) | -2.9% | 7.2 | 679 | -5.9% | 14.3% | -0.6% | 2.6% | 7.9% | 9.1% | -2.5% |
| CC(C)OC(=O)CCCN1C(=O)c2ccc(N)cc2C1=O | 3.4% | nt | nt | 7.1% | 1.6% | 1.5% | 0.5% | 22.4% | -0.6% | -4.8% |
| O=C(Nc1cnn(Cc2ccccc2)c1)c1nc2ncccn2n1 | -1.2% | nt | nt | 4.0% | -27.6% | -0.9% | -0.9% | -2.6% | 2.5% | -0.3% |
| COC(=O)C1C(=O)/C(=C/N(C)C)C(=O)CC1(C)C (stereo not drawn) | -6.9% | 9.7 | 756 | 1.1% | 6.2% | -1.3% | -0.5% | 27.3% | -3.8% | -2.1% |

Bioassay records from PubChem BioAssay.
